# ATXN viability = cell viability loss in ATXN counter-screen; S2 cells (HEK-293 line with an ATXN2-luciferase reporter) viability, CellTiter-Fluor protease fluorescence, 24 h; 0.49% of 400,000 active; Potency, µM (series often up to 56.7 µM), actives largely listed as cytotoxic; note: nearly all actives have a fitted effect of over 40% in size
# EPAC2 antagonist = blocks human EPAC2 exchange factor | Q8WZA2 | EPAC2 GEF exchange of Rap1B-BODIPY-GDP, fluorescence | Potency, µM (titrated, usually from 114 µM), for inactives: at the top dose activity, negative = inhibition, actives largely listed as inhibitors | 0.18% of 360,000 active; note: % is set by controls: 0 for no effect and ±100 for the full control effect; nearly all actives have a fitted effect of over 45% in size; many of its hits are not listed in these tables
# Target sequence (Q8WZA2 whole entry, looked up): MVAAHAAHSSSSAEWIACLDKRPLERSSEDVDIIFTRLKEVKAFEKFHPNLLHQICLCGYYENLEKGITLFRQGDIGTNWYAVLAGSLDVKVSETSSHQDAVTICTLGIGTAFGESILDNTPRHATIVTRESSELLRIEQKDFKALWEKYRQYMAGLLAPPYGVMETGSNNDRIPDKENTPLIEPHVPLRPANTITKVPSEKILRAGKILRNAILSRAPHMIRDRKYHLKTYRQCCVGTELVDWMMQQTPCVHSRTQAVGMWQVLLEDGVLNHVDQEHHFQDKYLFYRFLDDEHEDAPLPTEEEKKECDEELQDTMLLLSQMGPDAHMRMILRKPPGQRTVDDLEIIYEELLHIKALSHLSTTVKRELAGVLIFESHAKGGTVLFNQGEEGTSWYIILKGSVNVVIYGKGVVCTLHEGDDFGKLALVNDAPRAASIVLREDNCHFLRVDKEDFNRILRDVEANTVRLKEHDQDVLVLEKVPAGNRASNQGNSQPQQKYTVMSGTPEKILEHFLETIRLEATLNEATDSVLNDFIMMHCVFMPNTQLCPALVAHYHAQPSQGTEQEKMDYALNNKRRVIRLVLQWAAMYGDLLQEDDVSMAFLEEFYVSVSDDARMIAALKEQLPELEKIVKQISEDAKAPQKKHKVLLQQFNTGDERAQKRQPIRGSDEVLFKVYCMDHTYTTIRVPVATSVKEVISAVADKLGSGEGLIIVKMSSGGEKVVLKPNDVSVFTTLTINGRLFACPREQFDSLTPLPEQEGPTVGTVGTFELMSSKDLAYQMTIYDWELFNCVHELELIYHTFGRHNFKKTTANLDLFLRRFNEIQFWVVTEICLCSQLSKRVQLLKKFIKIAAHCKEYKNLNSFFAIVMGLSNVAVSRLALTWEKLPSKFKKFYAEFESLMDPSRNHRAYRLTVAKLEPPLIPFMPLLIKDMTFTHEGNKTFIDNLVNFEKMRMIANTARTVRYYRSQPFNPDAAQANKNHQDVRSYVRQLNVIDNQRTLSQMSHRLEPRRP
# Nrf2 activator = activators of Nrf2 (ARE) signaling; AREc32 ARE-luciferase reporter (MCF7-derived line), luminescence, 24 h; Potency, µM (series often up to 46.1 µM), for inactives: top-dose activation, most hits filed as activators; 0.31% of 410,000 active; note: % of control where 0% means no effect; nearly all actives have a fitted effect of over 65% in size
#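 Nrf2 activation is followed as ARE-luciferase induction in the AREc32 line after one day of compound treatment; luminescence is read with Steady-Glo.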
# ATXN2 expr inh = inhibitors of ATXN2 expression | 0.72% of 360,000 active | HEK-293 ATXN2-luciferase reporter, luminescence, 24 h | Potency, µM (titrated, usually from 57 µM), for the others: at the highest dose activity change, negative = inhibition, hits mostly inhibitors; note: % is set by controls: 0 for no effect and ±100 for the full control effect; nearly all actives have a fitted effect of over 55% in size
#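 qHTS (up to 57 uM final) was run with 24 h compound exposure of reporter cells at 37 °C. Each well was multiplexed: SteadyGlo luminescence measured ATXN2-luciferase expression after a fluorogenic Gly-Phe-AFC viability readout (25 uM final).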
# MCF10A rereplic = DNA re-replication induction in MCF 10a cells; MCF 10A DNA re-replication, Hoechst nuclear intensity, 48 h; Potency, µM (highest dose often 46.1 µM), without a hit: at the highest dose activity, positive = re-replication, actives largely listed as activators; 2.9% of 350,000 active; AID 624296; note: % of control where 0% means no effect; nearly all actives have a fitted effect of over 50% in size
# HepG2 viability = counter-screen for TGF-b inhibitors: cytotoxicity in HepG2 cells; HepG2 CAGA-GFP viability, ATP luminescence, 18 h; Potency, µM (titrated, usually from 46.1 µM), without a hit: at the highest dose activity change, negative = cytotoxicity, actives largely listed as cytotoxic; 0.76% of 410,000 active; note: some results filed as inactive show a strong effect at the top dose
#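 CellTiter-Glo luminescence gave cytotoxicity after 18 hours at 37 degrees C. The cells were HepG2 CAGA-GFP in 1% FBS DMEM, stimulated with 500 pg/mL TGF-beta after compound addition. %Activity was normalised to no-cell wells (complete cell-killing) and DMSO (no toxicity), and curves were fitted and classified.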
# A549 viability = A549 cytotoxicity, counter-screen for Nrf2 inhibitors; A549 ARE-Fluc cells, CellTiter-Fluor viability, 18-24 h; Potency, µM (titrated, usually from 46 µM), for the others: at the highest dose activity change, negative = cytotoxicity, usual class: inhibitors; 0.16% of 390,000 active; AID 504648; note: % is set by controls: 0 for no effect and ±100 for the full control effect
#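 A549 ARE-Fluc cells in 5% FBS OPTI-MEM, 5000 cells/well, rested 2 h then exposed to compounds in concentration-response for 18-24 h at 37 °C. Viability by CellTiter-Fluor fluorescence (Ex 405/Em 525) after 30 min; luciferase luminescence (BugLite, 15 min, RT) read afterwards.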
# Nrf2 block = blocks Nrf2 signaling; A549 ARE-Fluc reporter, luciferase luminescence, 18-24 h; Potency, µM (series often up to 46 µM), for inactives: at the top dose activity change, negative = inhibition, actives largely listed as inhibitors; 2.1% of 360,000 active; note: % is set by controls: 0 for no effect and ±100 for the full control effect; nearly all actives have a fitted effect of over 60% in size
#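 In this cell-based qHTS, ARE-driven firefly luciferase in A549 cells reports Nrf2 activity; the luminescent signal after BugLite lysis is the measured value, with a prior CellTiter-Fluor read for cell health.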
# TGFb SMAD3 inh = inhibitors of TGF-b signaling; HepG2 CAGA-GFP TGF-b/SMAD3 reporter, GFP fluorescence, 18 h; TGF-beta stimulated, 500 pg/mL final; AID 588855; 1.2% of 410,000 active; Potency, µM (highest dose often 46.1 µM), inactives show at the highest dose activity, negative = inhibition, most hits filed as inhibitors; note: % is set by controls: 0 for no effect and ±100 for the full control effect; nearly all actives have a fitted effect of over 65% in size
#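 TGF-beta reporter screen: HEPG2 CAGA-GFP, 1% FBS, 500 pg/mL TGF-beta final, 18 h; per-cell GFP summed per well; curves fitted and categorized by class.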
# * = called active by the depositor; i = inactive; ? = inconclusive; . = no result given; & = joins results of further samples; [ ] = another dose, or the depositor's remark. Calls come from the whole dose curve; as a rule, active = well fitted curve in the direction sought with a large enough effect; inconclusive = small, poorly fitted or top-dose-only effect, or another doubt; inactive = no such curve, though single readings can be large; an effect the other way counts as inactive or inconclusive. Potency is the fitted concentration of half-maximal effect. A portion of the library; the hit share may differ from the screen's.
SMILES,ATXN viability,EPAC2 antagonist,Nrf2 activator,ATXN2 expr inh,MCF10A rereplic,HepG2 viability,A549 viability,Nrf2 block,TGFb SMAD3 inh
COc1cccc(OC)c1OC(=O)C1CC(=O)N(c2ccc3c(c2)OCCO3)C1 (configuration not stated),i,23.4%,-0.8%,-20.2%,13.2%,13.9%,6.0%,9.5%,9.0%
CCc1nc2c(OCCn3cccc3)cccn2c1N(C)C(=O)c1ccc(OC)cc1,i,12.3%,0.3%,5.5%,.,-2.5%,.,.,-11.0%
O=C(/C=C/c1ccccc1)NC(=S)NNC(=O)Cc1cccs1,i,15.5%,8.4%,-19.5%,?,-9.7%,-4.9%,-19.8%,-26.1%
Cn1c(=O)cc(SCC(=O)Nc2cccc(C#N)c2)c2ccc(Cl)cc21,i,.,-0.5%,-5.5%,.,-12.8%,2.1%,-3.1%,-1.0%
Cc1noc(C)c1C(=O)OCC(=O)NC(c1ccccc1)c1ccccc1,i,17.5%,-0.5%,2.7%,2.6%,-9.6%,0.4%,?,0.7%
Cc1ccc(CNC(=O)CCC(=O)c2cccs2)cc1,.,-6.4%,0.2%,.,-0.3%,-11.2%,-2.1%,8.1%,-7.4%
CCc1ccc(S(=O)(=O)Nc2ccc(O)c3ccccc23)cc1,i,-12.8%,-3.6%,.,14.6%,-103.8%,6.4%,-7.2%,?
O=C(Nc1cccc2[nH]ncc12)NS(=O)(=O)c1ccccc1,i,3.9%,-0.8%,.,-0.3%,-12.9%,-3.5%,0.6%,6.0%
CC(C)N(CCO)Cc1nc(C(c2ccccc2)c2ccccc2)no1,i,5.7%,1.8%,-8.9%,-0.6%,-5.6%,-1.5%,2.1%,-4.6%
CCOC(=O)c1nc(C)sc1-c1ccnn1S(=O)(=O)c1ccc(Cl)cc1Cl,i,-0.8%,0.3%,-12.4%,3.8%,-8.4%,2.0%,0.2%,?
CC(=O)C1(O)C(C)CC2C3CC=C4CC(O)CCC4(C)C3CCC21C (configuration not stated),i,0.9%,-1.3%,9.4%,-0.6%,11.2%,1.6%,-1.5%,9.0%
Cc1cc(C)c(NS(=O)(=O)c2ccc3c(c2)CC(C)N3C(=O)C2CCC2)c(C)c1 (configuration not stated),?,.,-0.1%,?,.,2.3%,-4.7%,20.6µM*,?
COc1ccc2c(c1)CCNC2Cc1ccc(OC)c(O)c1 (configuration not stated),i,3.0%,0.7%,7.7%,-8.8%,-3.1%,-9.5%,8.3%,-3.2%
Cc1ccc(C)c(Nc2nnc(-c3ccc(C)c(S(=O)(=O)N4CCN(C)CC4)c3)c3ccccc23)c1,i,.,2.2%,10.1%,.,14.5%,-3.5%,-15.3%,2.3%
COc1cccc(C2C(C(C)=O)=C(C)Nc3ncnn32)c1 (configuration not stated),i,-4.4%,-0.6%,13.6%,-17.1%,13.3%,0.4%,0.9%,4.8%
CC1CN(C(=O)Nc2ccc(C(=O)NCCc3ccccc3Cl)cc2)c2ccccc2S1 (configuration not stated),i,.,3.1%,22.8%,.,-3.4%,-3.8%,-19.6%,-23.2%
CCOC(=O)C(=NCCCN(C)C)NNc1cc(C(F)(F)F)ccc1Cl,i,-15.0%,0.2%,-14.6%,3.3%,-15.6%,0.2%,-24.0%,2.7%
COc1ccc(NC(=O)c2c(C)nn(Cc3ccccc3)c2C)cc1S(=O)(=O)N(C)C,i,?,-0.3%,-16.0%,-2.1%,-2.2%,-8.4%,?,0.6%
CCCc1ccc(C(=O)N2CCN(c3ccccc3OCC)CC2)cc1,i,-1.9%,0.2%,-7.0%,20.3%,-21.2%,-2.5%,13.3%,-0.4%
CCc1c(C)nc(N)n2c(SCC(=O)NC3CCCCC3)nnc12,i,18.8%,-1.2%,-4.4%,-16.8%,8.2%,-13.5%,-19.3%,-2.1%
CCS(=O)(=O)N1Cc2ccccc2CC1C(=O)Nc1nnc(C2CC2)s1 (configuration not stated),i,-4.6%,0.5%,6.8%,1.4%,-25.6%,5.3%,-20.7%,5.4%
Nc1nc(-c2ccc3c(c2)CCC(=O)N3)cs1,i,-1.4%,3.3%,-4.0%[11.3 µM],6.4%,-16.5%,-0.7%,16.4%,-13.5%
CCn1cc2nc(SCc3cccc(F)c3)n(CCc3ccccc3)c(=O)c2n1,i,.,0.5%,0.0%,.,-33.0%,-7.7%,23.1µM*,?
O=C(NCCc1ccccc1)c1cc(S(=O)(=O)N2CCCCC2)c[nH]1,.,.,-0.1%,.,.,-5.9%,8.0%,.,0.3%

# Six entries from above, as tab-separated lines:
mol	ATXN viability	EPAC2 antagonist	Nrf2 activator	ATXN2 expr inh	MCF10A rereplic	HepG2 viability	A549 viability	Nrf2 block	TGFb SMAD3 inh
CCc1c(C)nc(N)n2c(SCC(=O)NC3CCCCC3)nnc12	i	18.8%	-1.2%	-4.4%	-16.8%	8.2%	-13.5%	-19.3%	-2.1%
Cc1ccc(CNC(=O)CCC(=O)c2cccs2)cc1	.	-6.4%	0.2%	.	-0.3%	-11.2%	-2.1%	8.1%	-7.4%
O=C(/C=C/c1ccccc1)NC(=S)NNC(=O)Cc1cccs1	i	15.5%	8.4%	-19.5%	?	-9.7%	-4.9%	-19.8%	-26.1%
COc1ccc2c(c1)CCNC2Cc1ccc(OC)c(O)c1 (configuration not stated)	i	3.0%	0.7%	7.7%	-8.8%	-3.1%	-9.5%	8.3%	-3.2%
CC(=O)C1(O)C(C)CC2C3CC=C4CC(O)CCC4(C)C3CCC21C (configuration not stated)	i	0.9%	-1.3%	9.4%	-0.6%	11.2%	1.6%	-1.5%	9.0%
CC1CN(C(=O)Nc2ccc(C(=O)NCCc3ccccc3Cl)cc2)c2ccccc2S1 (configuration not stated)	i	.	3.1%	22.8%	.	-3.4%	-3.8%	-19.6%	-23.2%

# Going on with the list:
SMILES,ATXN viability,EPAC2 antagonist,Nrf2 activator,ATXN2 expr inh,MCF10A rereplic,HepG2 viability,A549 viability,Nrf2 block,TGFb SMAD3 inh
Cc1ccc(-c2nn3c(C)nnc3s2)cc1NC(=O)c1ccc(-c2cccc(Cl)c2)o1,?,12.8%,-0.5%,?,?,-59.9%,-12.5%&2.1%,14.6µM*,?
Cc1ccc(S(=O)(=O)N2C[C@H]3C(=O)C[C@@H](c4ccccc4F)N(S(=O)(=O)c4ccc(C)cc4)[C@H]3C[C@H]2c2cccc3ccccc23)cc1,i,7.6%,-1.0%,-8.3%,.,0.8%,.,.,1.2%
Cc1cccc(CN2CCc3nc(N4CCN(c5ccccn5)CC4)ncc3C2)c1,.,.,2.8%,.,.,-13.4%,-15.3%,.,0.0%
O=C1Nc2ccccc2N=C(c2ccc3c(c2)OCO3)C1N(CCc1ccccc1)C(=O)CSc1ncccn1 (configuration not stated),7.94µM*,8.5%,7.0%,6.6%,.,-16.5%,.,.,?
N#CC1=C(N)Oc2cc(N)ccc2C1c1cccc(Br)c1 (configuration not stated),i,-20.8%,2.9%,-17.0%,1.64µM*,3.2%,4.0%,2.3%,?
Cc1cc(C(=O)N2CCN(C/C=C/c3ccccc3)CC2)cs1,i,13.4%,5.5%,5.1%,5.1%,-7.7%,-0.4%,0.6%,15.8µM*
CCOC(=O)c1ccc(S(=O)(=O)Nc2nc3cc(S(=O)(=O)NC4=NCCCCC4)ccc3s2)cc1,i,-9.5%,4.3%,-13.1%,14.7%,1.7%,-18.9%,?,-18.6%
COc1cccc(NC(=O)C2(C)CCN2C(=O)C2CCCCC2)c1 (configuration not stated),i,21.6%,4.0%,3.2%,.,-8.4%,.,.,-5.5%
CCc1ccc2[nH]c3nc(SCc4nnc(-c5ccc(C)cc5)o4)nnc3c2c1,i,13.6%,-0.1%,-15.7%,0.0%,-1.5%,7.3%,23.8%,12.4%
O=C(NCCc1ccc(Cl)cc1)C1CCC(CNc2c(N3CCCCC3)c(=O)c2=O)CC1 (configuration not stated),i,1.8%,0.0%,2.8%,0.8%,-0.9%,0.5%,6.2%,-8.9%
CN(NS(=O)(=O)c1ccc(Cl)cc1)c1ncc(C(F)(F)F)cc1Cl,i,-8.1%,-0.5%,-1.1%,9.1%,-22.2%,5.6%,9.4%,-15.6%
CCOc1cccc(CN(CC)CC2CCCN(CCc3cccc(OC)c3)C2)c1O (configuration not stated),i,-1.6%,0.4%,-28.7%,-2.2%,-36.7%,-18.3%,-0.4%,-18.8%
Cc1ccc(NC(=O)Cn2sc3nc(C)cc(C)c3c2=O)c(Cl)c1,i,-4.2%,0.6%,1.6%,4.61µM*,1.3%,3.0%,0.7%,5.9%
COc1ccc(S(=O)(=O)Nc2ccc(F)cc2)c(C)c1C,i,?,0.1%,-9.7%,14.7%,-27.8%,?,?,-9.5%
CCOC(=O)c1ccc(NC(=O)c2sc3nc4n(c(=O)c3c2C)CCC4)cc1,i,-9.2%,6.7%&0.4%,-22.9%,-6.7%,-27.2%&-0.3%,1.1%&-2.7%,-24.2%&-2.5%,-16.3%&-11.5%
CC[C@H](C)[C@H](NC(=O)c1ccc(Cl)cc1)C(=O)OCC(=O)c1ccc2c(c1)NC(=O)CO2,?,15.6%,0.3%,?,?,-98.4%,-19.8%,?,?
Cc1ccc(N(CC(=O)NC2CC3CCC2C3)S(C)(=O)=O)cc1C (configuration not stated),i,-0.4%,-0.4%,1.2%,7.6%,-21.5%,-1.2%,-0.5%,-7.5%
Cc1ccc(NC(=S)N2CCN(Cc3ccc4c(c3)OCO4)CC2)c(C)c1,i,-0.6%,-0.8%,-4.3%,?,-15.9%,11.8%,?,-17.8%
Cn1c(CNC(=O)c2ccc3c(c2)OCO3)nnc1SCC(=O)Nc1ccc(F)cc1F,i,0.3%,2.2%,-4.4%,0.3%,3.8%,0.5%,2.1%,-4.8%
O=C(CCCNC(=O)c1ccc(Cl)cc1)Nc1nccs1,i,1.6%,4.2%,-2.8%,-41.0%[inhibitor],21.4%,-3.4%,4.4%,9.3%
